Source: PubChem
RGS8-Gao reg = modulates binding of RGS8 to human Galphao. multiplexed bead flow cytometry; actives lie on both sides. P09471. 220,000 compounds, 0.34% hits. response (percent of control binding), % at 10 µM; in the data active = response below about 60% or above about 140%; inactive = in between;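 note: Galphao activated as the GDP aluminium fluoride complex binding bead-coupled RGS8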
Mcl-1 Bim block = human Bim-Mcl-1 interaction inhibition; Q07820; Bead-based flow cytometry, Bim peptide-Mcl-1 binding; inhibition, % at 10 µM; 190,000 compounds, 0.1% hits; AID 1009;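 note: 0% = no compound tracer wells and 100% = peptide blocker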
Target sequence (Q07820 whole entry, looked up): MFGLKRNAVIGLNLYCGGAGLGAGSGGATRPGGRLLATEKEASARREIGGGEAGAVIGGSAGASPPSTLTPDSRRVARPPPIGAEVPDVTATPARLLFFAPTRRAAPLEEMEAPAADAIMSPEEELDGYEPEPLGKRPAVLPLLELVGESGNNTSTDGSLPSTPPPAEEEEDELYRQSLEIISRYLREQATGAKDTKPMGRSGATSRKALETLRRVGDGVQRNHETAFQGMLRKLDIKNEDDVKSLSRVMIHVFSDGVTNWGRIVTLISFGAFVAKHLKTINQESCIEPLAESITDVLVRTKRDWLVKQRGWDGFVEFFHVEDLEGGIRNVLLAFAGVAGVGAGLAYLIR
Bcl-W Bim block = disrupts Bim peptide binding to human Bcl-W; Q92843; bead-based flow cytometry; inhibition, % at 10 µM; 190,000 compounds, 0.02% hits; AID 952;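 note: 0% = bound tracer without compound and 100% = peptide blocker; higher means less fluorescent Bim peptide bound to Bcl-W beads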
RGS7-Gao reg = regulators of human RGS7-Galphao interaction | P09471 | Multiplexed bead flow cytometry, RGS7-Galphao binding; actives lie on both sides | binding response (% of control), % at 10 µM | 220,000 compounds, 0.35% hits | AID 1439; in the data active = binding response below about 49% or above about 150%; inconclusive = no clear call, values can overlap the other calls; inactive = in between;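 note: fluorescent Galphao held in activated GDP-AlF4 state binding bead-coupled RGS7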
Mcl1 Noxa PPI = disrupts binding of human Mcl-1 to Noxa peptide; Q07820; TR-FRET Mcl-1/Noxa peptide binding, 2 h; inhibition, % at 21.7 µM; 220,000 compounds, 1.5% hits;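 active = compounds that cut the protein-peptide binding signal by more than 50% relative to plate controls in a single-dose test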;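 note: His-tagged Mcl-1 with rhodamine Noxa BH3 peptide and terbium anti-His antibody; 0% = Mcl-1 plus Noxa peptide wells and 100% = peptide-only wells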
Mcl1-Bid inh = disrupts binding of human Mcl-1 to Bid peptide. Q07820. TR-FRET Mcl-1/Bid-Dy647 peptide binding, 1536-well. 220,000 compounds, 0.97% hits. inhibition, % at 21.7 µM. AID 1021;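 active = compounds that cut the binding signal by more than half at the single screening dose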;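 note: His-tagged Mcl-1 with europium anti-His antibody binding Bid BH3 peptide; 0% = Mcl-1 plus peptide wells and 100% = peptide-only wells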
Bcl-2 Bim block = human Bim-Bcl-2 interaction inhibition. P10415. 190,000 compounds, 0.06% hits. inhibition, % at 10 µM. Bead-based flow cytometry, Bim peptide-Bcl-2 binding; in the data active = inhibition above about 40%; inconclusive = no clear call, values can overlap the other calls;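 note: 0% = no compound wells with probe peptide and 100% = reference peptide inhibitor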
Target sequence (P10415 whole entry, looked up): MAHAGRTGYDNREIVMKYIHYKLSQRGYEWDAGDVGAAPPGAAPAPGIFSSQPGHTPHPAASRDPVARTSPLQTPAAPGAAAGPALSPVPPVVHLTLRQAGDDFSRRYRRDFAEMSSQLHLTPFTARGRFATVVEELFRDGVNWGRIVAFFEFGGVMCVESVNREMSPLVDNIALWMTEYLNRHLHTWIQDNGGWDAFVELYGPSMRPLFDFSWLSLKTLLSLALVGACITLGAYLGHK
Bim-Bcl-XL = human Bim-Bcl-XL interaction inhibition; Q07817; Bim peptide-Bcl-XL binding, bead flow cytometry, fluorescence; inhibition, % at 10 µM; 190,000 compounds, 0.04% hits; AID 1007
Target sequence (Q07817 whole entry, looked up): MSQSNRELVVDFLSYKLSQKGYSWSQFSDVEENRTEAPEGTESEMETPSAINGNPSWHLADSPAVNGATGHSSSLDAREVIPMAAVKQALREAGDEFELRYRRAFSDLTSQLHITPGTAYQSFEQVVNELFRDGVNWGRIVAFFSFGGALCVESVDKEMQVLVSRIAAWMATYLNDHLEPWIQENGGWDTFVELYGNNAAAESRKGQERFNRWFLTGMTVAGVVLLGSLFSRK
Bfl-1 Bim block = human Bim-Bfl-1 interaction inhibition. Q16548. Bead-based flow cytometry, Bim-Bfl-1 binding inhibition. inhibition, % at 10 µM. 190,000 compounds, 0.12% hits;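 note: 0% = wells without compound plus tracer and 100% = blocker peptide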
Bcl-B Bim block = disrupts Bim peptide binding to human Bcl-B; Q9HD36; bead-based flow cytometry; inhibition, % at 10 µM; 190,000 compounds, 0.073% hits; AID 951;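 note: 0% = tracer peptide without compound and 100% = reference inhibitor peptide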
Target sequence (Q9HD36 whole entry, looked up): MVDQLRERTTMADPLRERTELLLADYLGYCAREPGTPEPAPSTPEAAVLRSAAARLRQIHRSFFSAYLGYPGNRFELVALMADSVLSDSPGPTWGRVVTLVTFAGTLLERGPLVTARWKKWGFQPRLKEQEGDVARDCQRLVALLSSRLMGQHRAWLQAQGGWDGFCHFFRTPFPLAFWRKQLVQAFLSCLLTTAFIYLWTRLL
RGS4-Gao reg = modulates binding of RGS4 to human Galphao; P09471; Multiplexed bead flow cytometry; actives lie on both sides; binding response (% of control), % at 10 µM; 220,000 compounds, 0.33% hits; AID 1415; in the data active = binding response below about 49% or above about 150%; inactive = in between;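 note: fluorescent Galphao activated with aluminum fluoride binding bead-coupled RGS4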
* marks the source's active call; other numbers are inactive results; ? = inconclusive; nt = no result given. Cut-off read from the data, not from the text of the source, unless noted: active = inhibition above about 40%.

No. | structure | RGS8-Gao reg | Mcl-1 Bim block | Bcl-W Bim block | RGS7-Gao reg | Mcl1 Noxa PPI | Mcl1-Bid inh | Bcl-2 Bim block | Bim-Bcl-XL | Bfl-1 Bim block | Bcl-B Bim block | RGS4-Gao reg
1 | COc1ccc(CCNC(=S)NC(=O)c2ccc(Br)cc2)cc1OC | 94 | -2 | -3 | 96 | 6 | -19 | -2 | -2 | -1 | -8 | 95
2 | COc1ccc(COC(=O)Nc2cn(C)nc2C(F)(F)F)cc1 | 102 | 2 | 3 | 100 | 3 | -35 | -2 | 0 | -4 | -1 | 101
3 | COc1cccc(CC(=O)Nc2ccc3nc(C)sc3c2)c1 | 100 | -2 | -4 | 98 | 25 | 2 | 0 | -4 | -9 | -15 | 99
4 | N#C/C(=C\c1cn(Cc2ccccc2C#N)c2ccccc12)C(=O)NCc1cccs1 | 99 | -2 | -2 | 97 | -3 | -36 | -2 | 0 | 0 | -1 | 99
5 | COc1ccccc1NC(C)C(=O)N/N=C/c1ccccc1OCc1cccc(Br)c1 (centres undefined) | 100 | -2 | -1 | 96 | -7 | -5 | -3 | -2 | 0 | -2 | 99
6 | COCn1c(COc2ccc3ccccc3c2)nc2ccccc21 | 103 | -4 | -5 | 101 | 8 | 3 | -1 | -7 | -3 | -7 | 99
7 | COc1ccc(CCNC(=O)CN2C(=O)NC(C)(c3ccc([N+](=O)[O-])cc3)C2=O)cc1 (centres undefined) | 102 | 0 | 0 | 100 | 15 | -16 | 0 | 0 | -4 | -3 | 102
8 | CCOC(=O)c1c(NC(=O)CN2CCCCC2)sc2c1CCCC2O (centres undefined) | 104 | -1 | 0 | 106 | -8 | -5 | -6 | -5 | -7 | -9 | 104
9 | COc1ccc(CCNC(=O)C(C(=O)c2ccc(F)cc2)n2ccccc2=O)cc1OC (centres undefined) | 92 | 1 | 2 | 99 | -5 | -53 | 6 | 0 | 11 | 3 | 98
10 | CCc1ccc(NC(=O)c2cc(-c3ccc(OC)cc3)on2)cc1 | 101 | 0 | 0 | 101 | 2 | -2 | -2 | -5 | -12 | -11 | 97
11 | Brc1ccc(-c2noc(COc3ccc4ccccc4c3)n2)o1 | 86 | 0 | 0 | 86 | 5 | -15 | -5 | -3 | -11 | -7 | 87
12 | N=C1C(c2nc(-c3ccc(F)cc3)cs2)=C(O)CN1CCCN1CCOCC1 | 100 | 2 | 0 | 99 | 4 | -45 | -1 | -2 | 0 | -3 | 98
13 | CCC(C(=O)O/N=C(\N)c1ccccc1)c1ccccc1 (centres undefined) | 100 | 5 | 5 | 99 | -3 | -3 | 0 | -2 | -10 | -5 | 98
14 | CC(C)NC(=O)c1cc(-c2ccco2)on1 | 99 | 0 | 1 | 99 | 5 | -13 | -4 | -1 | -2 | 0 | 99
15 | O=[N+]([O-])c1ccc(O)c(-c2nn[nH]n2)c1 | 74 | -3 | 3 | 72 | -4 | -17 | 0 | -2 | -2 | 0 | 75
16 | O=C(c1ccc([N+](=O)[O-])cc1)N1CCN=C1SCc1ccccc1 | 103 | -2 | -3 | ? | 7 | -5 | 0 | -3 | 3 | 2 | 104
17 | Fc1ccc(N2CCN(Cc3c[nH]c4ccccc34)CC2)cc1 | 97 | nt | nt | ? | 10 | -29 | nt | nt | nt | nt | 87
18 | Cc1ccc(NC(=O)CN(c2ccc3c(c2)OCO3)S(=O)(=O)c2c(C)n[nH]c2C)cc1 | 100 | -3 | -7 | 99 | 5 | -11 | -10 | -11 | -7 | -12 | 96
19 | COc1ccc(NC(=O)C2CCCN(S(=O)(=O)c3cccc4nonc34)C2)c(OC)c1 (centres undefined) | 103 | -4 | -5 | 104 | -6 | -7 | 0 | -2 | -2 | -6 | 102
20 | Cn1ncc(N)c1C(=O)Nc1cccc(C(F)(F)F)c1 | 102 | 0 | 0 | 102 | -4 | -15 | 0 | -3 | -12 | -8 | 102
21 | N#CC1=C(N)N2C(=C(C#N)C1c1ccc(Br)cc1)Nc1ccccc12 (centres undefined) | 98 | -5 | -7 | 100 | 50 | 51* | -5 | -10 | -1 | -8 | 103
22 | COc1ccc(C(=O)OC2CCN(C)CC2)cc1 | 98 | -3 | -3 | 100 | 24 | 9 | -3 | -4 | 5 | -4 | 102
23 | CC1CCCN(C(=O)CSc2nc3ccccc3o2)C1 (centres undefined) | 97 | -65 | -50 | 90 | -4 | -8 | -53 | -33 | -7 | -47 | 85
24 | CC1=CC(C)(C)n2c(O)c(C3=NC(=S)NC3=O)c3cc(OC(=O)c4cccc5ccccc45)cc1c32 | 103 | 2 | 0 | 95 | 15 | -2 | 0 | 0 | -5 | 0 | 94
25 | CCN(CCn1cccn1)C(=O)c1cc(COc2c(F)cccc2F)on1 | 101 | 0 | -3 | 100 | 9 | -10 | -12 | -5 | -18 | -5 | 102
26 | CCC1(C)CC(CCN(Cc2ccco2)C(C)=O)(c2ccccc2)CCO1 (centres undefined) | 102 | -2 | -5 | 101 | 2 | -30 | -1 | -4 | -5 | 0 | 100
27 | CCC[n+]1cn(/C(C(=S)Nc2cccc(Cl)c2C)=C(/[O-])c2ccc(OC)c(OC)c2)c2ccccc21 | 87 | -6 | -1 | 97 | 8 | -29 | -4 | -3 | 4 | -3 | 84
28 | CN(C)S(=O)(=O)c1cccc(NC(=O)COC(=O)c2ccc(Br)o2)c1 | 99 | 0 | 0 | 102 | -13 | -29 | -1 | -1 | 3 | -2 | 102
29 | CCOc1ccc2[nH]cc(C(=O)O)c(=O)c2c1 | 99 | -1 | -1 | 100 | 3 | 20 | -13 | -8 | -14 | -11 | 98
30 | COc1ccc(NC(=O)CCCn2c(=O)c3sccc3n(Cc3ccccc3C)c2=O)cc1 | 103 | -8 | -2 | 98 | 5 | -12 | -1 | -6 | -1 | -8 | 98

Structures from the list above that have a nitro group on carbon:
No. | structure | RGS8-Gao reg | Mcl-1 Bim block | Bcl-W Bim block | RGS7-Gao reg | Mcl1 Noxa PPI | Mcl1-Bid inh | Bcl-2 Bim block | Bim-Bcl-XL | Bfl-1 Bim block | Bcl-B Bim block | RGS4-Gao reg
7 | COc1ccc(CCNC(=O)CN2C(=O)NC(C)(c3ccc([N+](=O)[O-])cc3)C2=O)cc1 (centres undefined) | 102 | 0 | 0 | 100 | 15 | -16 | 0 | 0 | -4 | -3 | 102
15 | O=[N+]([O-])c1ccc(O)c(-c2nn[nH]n2)c1 | 74 | -3 | 3 | 72 | -4 | -17 | 0 | -2 | -2 | 0 | 75
16 | O=C(c1ccc([N+](=O)[O-])cc1)N1CCN=C1SCc1ccccc1 | 103 | -2 | -3 | ? | 7 | -5 | 0 | -3 | 3 | 2 | 104

The main list resumes with the three entries that preceded the break.
No. | structure | RGS8-Gao reg | Mcl-1 Bim block | Bcl-W Bim block | RGS7-Gao reg | Mcl1 Noxa PPI | Mcl1-Bid inh | Bcl-2 Bim block | Bim-Bcl-XL | Bfl-1 Bim block | Bcl-B Bim block | RGS4-Gao reg
28 | CN(C)S(=O)(=O)c1cccc(NC(=O)COC(=O)c2ccc(Br)o2)c1 | 99 | 0 | 0 | 102 | -13 | -29 | -1 | -1 | 3 | -2 | 102
29 | CCOc1ccc2[nH]cc(C(=O)O)c(=O)c2c1 | 99 | -1 | -1 | 100 | 3 | 20 | -13 | -8 | -14 | -11 | 98
30 | COc1ccc(NC(=O)CCCn2c(=O)c3sccc3n(Cc3ccccc3C)c2=O)cc1 | 103 | -8 | -2 | 98 | 5 | -12 | -1 | -6 | -1 | -8 | 98
31 | O=C(NC1CCCCC1)C(c1ccncc1)N(Cc1ccc2c(c1)OCO2)C(=O)c1cnsn1 (centres undefined) | 100 | -3 | 0 | 97 | 4 | -12 | 2 | -3 | -1 | -3 | 98
32 | COC(=O)C(=CC(=CN(C)C)C=C(C(=O)OC)C(=O)OC)C(=O)OC | 96 | nt | nt | ? | 6 | -119 | nt | nt | nt | nt | 96
33 | Cc1ccc(NC(=O)COC(=O)CN2C(=O)NC3(CCCC3)C2=O)cc1S(=O)(=O)N(C)C | 105 | 1 | -1 | 98 | -1 | -11 | -1 | 0 | -1 | -3 | 101
34 | CCCc1cc(=O)[nH]c(SCC(=O)CSc2nc(CCC)cc(=O)[nH]2)n1 | 97 | 0 | -1 | 101 | 13 | -13 | -16 | -5 | -15 | -11 | 100
35 | CSC(=NC#N)N1CCN(c2ccc([N+](=O)[O-])cc2)CC1 | 99 | 0 | -2 | 98 | -7 | -19 | 0 | 0 | -3 | -1 | 101
36 | COc1ccc(Cl)cc1C(=O)CSc1nc(N)cc(N)n1 | 106 | -2 | -3 | 105 | 20 | -21 | -9 | -11 | -6 | -8 | 106
37 | COCCNC(=O)CN(C(=O)Cn1nnc2ccccc21)c1ccc(C)c(F)c1 | 105 | -2 | -3 | 99 | 5 | -7 | -1 | -4 | -2 | -4 | 101
38 | Cc1cccc(CS(=O)(=O)c2nnc([C@H](Cc3ccccc3)NC(=O)OC(C)(C)C)o2)c1 | 85 | -2 | 0 | 102 | 9 | -54 | 2 | -3 | 0 | -1 | 104
39 | Nc1ccc(S(=O)(=O)c2ccc(N)c(N)c2)cc1 | 101 | -2 | -2 | 100 | 22 | -35 | -2 | 4 | 0 | -3 | 99
40 | C=CCN1C(=O)N/C(=C/c2ccc(C)o2)C1=O | 96 | -4 | -4 | 95 | 14 | -29 | -4 | -2 | 2 | -3 | 99
41 | Cc1nc(SCc2cccc(F)c2)[nH]c(=O)c1C#N | 100 | -5 | -6 | 101 | -5 | -11 | -1 | -10 | -23 | -8 | 103
42 | Cc1cc(NCCCCO)n2c(nc3ccccc32)c1C#N | 101 | -2 | 1 | 102 | 3 | -33 | 3 | 1 | 0 | 0 | 100
43 | O=C(CN1CCN(S(=O)(=O)c2ccc3ccccc3c2)CC1)NC(=O)NC1CCCCC1 | 104 | -3 | -2 | 101 | -1 | -6 | -2 | -3 | -1 | -1 | 101
44 | COc1cccc(/C=N/Nc2cc(Cl)nc(C)n2)c1O | 103 | 1 | 3 | 92 | 14 | -58 | -2 | 0 | -4 | 0 | 97
45 | COc1ccc(NC2C=CS(=O)(=O)C2)c(OC)c1 (centres undefined) | 102 | 0 | 2 | 100 | -5 | -35 | -6 | 1 | -7 | -4 | 100
46 | OCC1(Cc2ccccc2)CCN(Cc2cnc(-c3cccc4ccccc34)nc2)CC1 | 100 | 0 | 0 | 97 | 15 | -37 | -4 | -2 | -8 | -6 | 97

Copied from the entries so far (2 entries):
No. | structure | RGS8-Gao reg | Mcl-1 Bim block | Bcl-W Bim block | RGS7-Gao reg | Mcl1 Noxa PPI | Mcl1-Bid inh | Bcl-2 Bim block | Bim-Bcl-XL | Bfl-1 Bim block | Bcl-B Bim block | RGS4-Gao reg
31 | O=C(NC1CCCCC1)C(c1ccncc1)N(Cc1ccc2c(c1)OCO2)C(=O)c1cnsn1 (centres undefined) | 100 | -3 | 0 | 97 | 4 | -12 | 2 | -3 | -1 | -3 | 98
32 | COC(=O)C(=CC(=CN(C)C)C=C(C(=O)OC)C(=O)OC)C(=O)OC | 96 | nt | nt | ? | 6 | -119 | nt | nt | nt | nt | 96
